TRPML3 ag – agonists of human TRPML3 channel; activation, % at 3 µM; HEK293 TRPML3-YFP, Fluo-8 calcium fluorescence; 100% = the carbachol control signal; actives 0.29% (n = 220,000); Q8TDD5; AID 1448;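 active means activation above its plate's cutoff, the mean activation of the plate's test wells plus 3 SD, cut at about 12% in these data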;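 further: 0% = DMSO only wells and 100% = carbachol wells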
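system = HEK293 cells stably carrying human TRPML3-YFP | doses = one concentration, 3 µM nominal, 0.3% DMSO | timing = dye loading 1 h 37 °C then 30 min ambient, 125 s read | detection = Fluo-8 calcium dye fluorescence, ex 470-495, em 515-575 nm | benchmarks = high control carbachol 87 µM, low control DMSO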
BaF3 parental – counter-screen for JAK2V617F inhibitors: parental Ba/F3 viability inhibitors; AID 1486; CellTiter-Glo ATP luminescence; inhibition, % at 5.6 µM; actives 1.1% (n = 220,000);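 active means inhibition above a per-campaign cutoff, the mean inhibition of all tested compounds plus 3 SD, cut at about 27% in these data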;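 further: 0% = DMSO wells and 100% = JAK Inhibitor I control wells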
EP2 mod – modulates human prostaglandin E2 receptor EP2 signaling. P43116. EP2-expressing cells, cAMP HTRF FRET, PGE2 co-stimulation. actives 0.83% (n = 260,000). induction, % at 25 µM;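 active means compounds whose cAMP rise, as percent of the full-agonist control response, exceeds 60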;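 further: rat C6 glioma line stably carrying human EP2 under a CMV promoter; the protocol text gives 20 µM as final concentration; 100% = response of wells given 1 µM PGE2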
Target sequence (P43116 whole entry, looked up): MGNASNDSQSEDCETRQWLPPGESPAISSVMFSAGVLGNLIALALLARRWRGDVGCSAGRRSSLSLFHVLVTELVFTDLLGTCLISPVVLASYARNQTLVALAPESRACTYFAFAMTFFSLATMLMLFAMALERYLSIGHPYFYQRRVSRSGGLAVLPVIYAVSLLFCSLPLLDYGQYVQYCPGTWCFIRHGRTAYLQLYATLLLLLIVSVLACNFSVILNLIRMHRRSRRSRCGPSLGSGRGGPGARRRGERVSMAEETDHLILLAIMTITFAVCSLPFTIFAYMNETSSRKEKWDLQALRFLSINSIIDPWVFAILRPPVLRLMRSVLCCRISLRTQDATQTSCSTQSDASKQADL
S1P4 antagonist – antagonists of human S1P4 receptor. S1P4-expressing cells, antagonist mode, reporter read-out. inhibition, % at 4.98 µM. actives 0.26% (n = 220,000). AID 1510; in the data active means inhibition above about 29%;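 further: 0% = wells stimulated with agonist and 100% = vehicle wells without agonist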
Target sequence (O95977 whole entry, looked up): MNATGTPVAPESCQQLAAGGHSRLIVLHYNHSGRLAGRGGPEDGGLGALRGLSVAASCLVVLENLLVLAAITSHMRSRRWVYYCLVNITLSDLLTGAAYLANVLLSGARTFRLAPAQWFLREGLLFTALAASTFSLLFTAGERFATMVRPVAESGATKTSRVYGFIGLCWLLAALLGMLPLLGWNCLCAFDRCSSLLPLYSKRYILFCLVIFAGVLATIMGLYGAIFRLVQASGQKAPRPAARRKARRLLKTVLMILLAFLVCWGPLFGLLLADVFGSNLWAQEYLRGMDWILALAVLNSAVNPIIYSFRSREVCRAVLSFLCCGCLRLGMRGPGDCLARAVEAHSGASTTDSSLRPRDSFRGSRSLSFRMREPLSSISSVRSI
Ba/F3 V617F tox – reduce viability of Ba/F3 cells dependent on JAK2V617F; inhibition, % at 5.6 µM; actives 1.1% (n = 220,000); Ba/F3 EpoR-JAK2V617F viability, ATP luminescence;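 active means inhibition above the campaign mean plus 3 SD over all tested compounds, cut at about 24% in these data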;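 further: cytokine-independent growth of Ba/F3 cells driven by EpoR plus mutant JAK2; 0% = DMSO-treated cells and 100% = JAK inhibitor I control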
zfTRPN1 agonist – agonists of zebrafish TRPN1 channel; activation, % at 3 µM; AID 1424; HEK293 zebrafish TRPN1-YFP, Fluo-8 calcium fluorescence; 100% = response to 87 µM carbachol; actives 0.18% (n = 220,000);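 active means activation above its plate's cutoff, the mean activation of test wells on that plate plus 3 SD, cut at about 19% in these data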;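 further: 0% = DMSO alone and 100% = 87 µM carbachol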
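Material: zebrafish TRPN1-YFP in HEK293 cells. Doses: one dose of 3 µM, 0.3% DMSO. Incubation: dye 1 h 37 °C plus 30 min RT. Measured by: intracellular calcium fluorescence with Fluo-8.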
S1P4 agonist – agonists of human S1P4 receptor; O95977; S1P4-expressing cell line, agonist reporter assay; activation, % at 4.98 µM; actives 0.35% (n = 220,000); in the data active means activation above about 11%;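 further: 0% = DMSO vehicle and 100% = reference agonist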
Calpain2 inh – blocks pig calpain II enzyme activity. purified calpain II, fluorogenic peptide substrate, 30 min. inhibition, % at 16 µM. actives 0.37% (n = 220,000). AID 1236;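 active means inhibition above about 50%, limit read from the data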
PERK inhibitor – inhibitors of human PERK kinase; CHO PERK-DD fusion, SEAP luminescence translation reporter; Q9NZJ5; inhibition, % at 5.6 µM; actives 0.17% (n = 220,000);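 active means inhibition above the mean inhibition of all tested compounds plus 3 SD, set separately per screening campaign, cut at about 2.9% in these data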;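 further: PERK kinase domain activated by AP20187 dimerizer at 100 nM; 0% = DMSO with dimerizer and 100% = rapamycin at 8.4 µM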
The depositor's hits bear a star; / = no result given; & = joins results of further samples.

1: Cc1cc(C)cc(NC(=O)CSc2nnc(-c3ccccc3C)o2)c1
2: CCOc1ccc(C(=S)N2CCCC2)cc1OC
3: CCN(CC)c1ccc(C2C3CCCCC3(O)CCN2C(=O)c2cccs2)cc1 (stereo not given)
4: CCOc1ccc2nc(NC(=O)Cn3[nH]c(=O)c4ccccc4c3=O)sc2c1
5: COc1ccc(NC(=O)Cn2nnc(C(=O)NCc3cccc(OC)c3)c2N)cc1
6: CC1CC(=O)C2=C(C1)Nc1ccccc1N(C(=O)COc1ccccc1)C2c1ccco1 (stereo not given)
7: CCC(C)n1c(SCC(=O)Nc2ccccc2C(F)(F)F)nc2ccsc2c1=O (stereo not given)
8: CCn1cc(C2CC(=O)NC2=O)c2ccccc21 (stereo not given)

Screen / compound no.	1	2	3	4	5	6	7	8
TRPML3 ag	-0.9	0.7	-1.3	-0.6	0.6	-1.0	-0.6	0.4
BaF3 parental	4	7	4	9	5	2	0	0
EP2 mod	-2	-1	31	-39	-7	-16	5	1
S1P4 antagonist	6	-2	-15	-12	-18	-8	1	-2
Ba/F3 V617F tox	0	0	-4	12	3	1	-3	1
zfTRPN1 agonist	-0.5	2.8	-1.0	-2.1	-0.1	-0.7	-2.8	-0.6
S1P4 agonist	0.2	-0.1	-0.9	-0.1	1.2	-1.6	-1.2	1.4
Calpain2 inh	15	-2	14	-5	20	-60	37	-21
PERK inhibitor	1.7	0.9	-0.5	-0.9	0.5	0.6	-0.6	-0.3

9: Cc1ccc2c(c1)C(C)CC(C)(C)N2C(=O)NC1CCCCC1 (stereo not given)
10: CC(C)(C)c1ccc(O)c(/C=N\O)c1
11: CCNc1nc(N)c(C(=O)c2ccc(Cl)s2)s1
12: COc1ccc(N2C(=O)c3cccc4cc(Br)cc(c34)C2=O)cc1
13: COc1ccc(NS(=O)(=O)c2ccc(NC(=O)CCNS(=O)(=O)c3ccc(C)cc3)cc2)cc1
14: O=C1c2cccnc2C(O)N1Cc1ccc(F)cc1 (stereo not given)
15: CCn1cc(CN2CCN(Cc3cccc(OC)c3)C(CCO)C2)c(C)n1 (stereo not given)
16: CS(=O)(=O)N(CC(=O)NCCc1ccccc1)c1cccc([N+](=O)[O-])c1

Screen / compound no.	9	10	11	12	13	14	15	16
TRPML3 ag	0.6	0.7	0.1	1.1	0.9	0.8	0.7	0.5
BaF3 parental	-4	4	-4	8	0	6	4	9
EP2 mod	-38	4	-48	-9	-56	34	9	-30
S1P4 antagonist	9	-5	-19	-5	-19	1	-9	5
Ba/F3 V617F tox	-2	2	2	3	-3	-2	-2	5
zfTRPN1 agonist	1.8	-0.2	-0.5	0.0	4.0	2.9	0.4	1.4
S1P4 agonist	0.7	0.0	-2.1	-0.6	0.3	-1.1	2.2	-1.5
Calpain2 inh	-15	-11	33	-26	3	-12	-24	49
PERK inhibitor	0.9	0.8	0.9	0.6	0.5	1.3	0.2	0.7

A portion from further up, as a working copy:
10: CC(C)(C)c1ccc(O)c(/C=N\O)c1
11: CCNc1nc(N)c(C(=O)c2ccc(Cl)s2)s1
12: COc1ccc(N2C(=O)c3cccc4cc(Br)cc(c34)C2=O)cc1
13: COc1ccc(NS(=O)(=O)c2ccc(NC(=O)CCNS(=O)(=O)c3ccc(C)cc3)cc2)cc1
14: O=C1c2cccnc2C(O)N1Cc1ccc(F)cc1 (stereo not given)
15: CCn1cc(CN2CCN(Cc3cccc(OC)c3)C(CCO)C2)c(C)n1 (stereo not given)

Screen / compound no.	10	11	12	13	14	15
TRPML3 ag	0.7	0.1	1.1	0.9	0.8	0.7
BaF3 parental	4	-4	8	0	6	4
EP2 mod	4	-48	-9	-56	34	9
S1P4 antagonist	-5	-19	-5	-19	1	-9
Ba/F3 V617F tox	2	2	3	-3	-2	-2
zfTRPN1 agonist	-0.2	-0.5	0.0	4.0	2.9	0.4
S1P4 agonist	0.0	-2.1	-0.6	0.3	-1.1	2.2
Calpain2 inh	-11	33	-26	3	-12	-24
PERK inhibitor	0.8	0.9	0.6	0.5	1.3	0.2

Later entries.
17: COc1ccccc1NC(=O)CSc1nnnn1-c1ccc(C)cc1
18: CCOC(=O)C1CCN(Cc2c(F)cccc2Cl)CC1
19: CC(=O)[C@@H]1[C@@H](C(=O)c2ccccc2)[C@]2(C(=O)Nc3ccccc32)[C@H]2C=Cc3cc(F)ccc3N12
20: CC(NC(=O)Nc1ccccc1)C(c1cccs1)N1CCN(C)CC1 (stereo not given)
21: CCn1c(=O)c(C(=O)CN2CC(C)OC(C)C2)c(N)n(Cc2ccccc2)c1=O (stereo not given)
22: CC1CCCCN1C(=O)COC(=O)c1n[nH]c2ccccc12 (stereo not given)
23: O=C(NCc1n[nH]c(=S)n1-c1ccc(F)cc1)c1ccco1
24: Cc1cc(C)cc(NC(=S)N(Cc2ccc(Br)cc2)Cc2ccc(C(=O)O)cc2)c1

Screen / compound no.	17	18	19	20	21	22	23	24
TRPML3 ag	-0.8	0.3	-0.2	1.0	0.5	1.3	0.0	0.1
BaF3 parental	5	2	3	4	-1	3	3	3
EP2 mod	-29	-16	43	-20	-8	-15	-7	14
S1P4 antagonist	-1	-24	-2	-2	-5	5	9	-1
Ba/F3 V617F tox	3	1	-4	3	-2	-3	-3	-3
zfTRPN1 agonist	-1.4	-0.4	-0.4	1.8	1.1	-0.5	0.9	-0.7
S1P4 agonist	0.0	0.4	0.0	0.8	-0.4	-2.6	-1.7	3.3
Calpain2 inh	-7	18	-47	-41	-33	-29	-7	42
PERK inhibitor	-1.3	0.7	0.0	-0.5	0.1	-0.4	0.1	2.6

25: O=C(Nc1ccc(Cl)cc1)c1ccc(-n2cncn2)c([N+](=O)[O-])c1
26: COC(=O)[C@@]1(Cc2ccc(OC)cc2)[C@H]2c3cc(C(=O)N(C)C)n(C[C@H](O)CO)c3C[C@H]2CN1C(=O)c1ccccc1
27: COc1ccc(NC(=O)c2ccc3ccccc3c2)cc1NS(=O)(=O)c1ccc(F)cc1
28: CCOC(=O)c1sc(NC(=O)C(CC)Sc2nc3ccccc3[nH]2)nc1C (stereo not given)
29: Cc1cccc(C)c1NC(=O)C1CC(=O)N(C(C)C)C1 (stereo not given)
30: COC(=O)CC(NC(=O)Nc1ccc(C)cc1)c1cccc([N+](=O)[O-])c1 (stereo not given)
31: Cc1cccc(OCCn2c(=O)oc3ccc(C)cc32)c1
32: CN1C(=O)/C(=C/c2ccc(O)c([N+](=O)[O-])c2)NC1=S

Screen / compound no.	25	26	27	28	29	30	31	32
TRPML3 ag	1.1	0.8	-0.3	0.5	0.8	0.3	-0.9	1.0
BaF3 parental	2	8	7	2	5	2	6	8
EP2 mod	-18	6	-28	/	-3&3	13	23	26
S1P4 antagonist	-8	4	-1	-11	-7	20	0	-4
Ba/F3 V617F tox	-4	4	1	-2	-2	-1	1	-1
zfTRPN1 agonist	5.7	0.7	-1.1	-0.7	-1.0	-0.5	-3.1	1.1
S1P4 agonist	-2.1	0.5	1.1	5.5	1.1	-0.7	-0.8	-0.3
Calpain2 inh	-3	12	-81	/	5	-14	29	-15
PERK inhibitor	0.0	0.3	-0.1	0.5	-0.3	0.9	-0.3	0.5

33: CC1=NC(C)(C)Cc2ccccc21
34: Cc1nc(N2CCN(C)CC2)c2cc(-c3ccccc3)sc2n1
35: CCOC(=O)c1c(-c2ccc(Cl)cc2)c(C#N)c(=O)n(N)c1N
36: O=C(Nc1c(-c2ccccc2)nc2ncccn12)c1cc2ccccc2oc1=O
37: Cn1c(C(=O)N2CCCCCC2)cc2c(=O)n(C)c3ccccc3c21
38: CC(C)c1ccc(/C=C/C(=O)N2CCc3ccccc3C2)cc1
39: O=C(O)CCNC(=S)Nc1cccc(F)c1
40: CN(C)S(=O)(=O)c1cccc(NC(=O)COC(=O)c2ccc3c(c2)OCO3)c1

Screen / compound no.	33	34	35	36	37	38	39	40
TRPML3 ag	-0.5	-0.2	0.5	0.0	0.9	-0.5	-0.5	0.4
BaF3 parental	7	8	6	7	6	1	1	8
EP2 mod	5	-16	23	12	-20	-8	24	0
S1P4 antagonist	11	-12	-16	9	-4	6	-19	-4
Ba/F3 V617F tox	4	-1	1	2	0	-6	-5	0
zfTRPN1 agonist	0.1	1.0	-0.9	-0.2	4.0	-0.6	0.2	2.3
S1P4 agonist	-1.1	-0.9	-1.6	0.1	-0.3	0.4	0.9	1.6
Calpain2 inh	-20	-21	-7	-24	12	7	-12	3
PERK inhibitor	0.2	0.5	0.2	-0.6	-0.2	1.9	2.0	0.3

41: CC(=O)N1CCc2c(sc(NC(=O)c3ccc(S(=O)(=O)N(C)C)cc3)c2C#N)C1
42: O=[N+]([O-])c1ccc(S(=O)(=O)N/N=C/c2ccco2)cc1
43: O=C(CCCn1c(SCc2cc(=O)n3ccccc3n2)nc2ccccc2c1=O)NCC1CCCO1 (stereo not given)
44: CCOc1cc2[nH]c(=O)n(CCCCCC(=O)NCc3ccco3)c(=O)c2cc1OCC
45: COCCn1nnnc1C(c1ccc(OC)cc1)N1CCN(c2ccccc2F)CC1 (stereo not given)
46: O=c1c(-c2nn[nH]n2)coc2ccc(Cl)cc12
47: CC(C)(C)c1ccc(Cn2nnc3c(=O)[nH]c(C4CCCN(C(=O)Cc5cccs5)C4)nc32)cc1 (stereo not given)
48: CC(C)N=C1NN=C(c2cccs2)CS1

Screen / compound no.	41	42	43	44	45	46	47	48
TRPML3 ag	1.4	0.4	0.4	0.3	0.5	0.0	-0.7	0.6
BaF3 parental	4	-2	0	4	-1	6	6	1
EP2 mod	/	22	6	-7	4	-15	42&24	-1
S1P4 antagonist	0	-11	4	6	-5	7	-8	7
Ba/F3 V617F tox	-2	-3	0	-1	-1	-1	-1	-5
zfTRPN1 agonist	0.1	1.1	1.8	1.0	0.7	-0.7	-1.0	-0.1
S1P4 agonist	-0.5	-2.0	-0.1	1.0	2.1	-0.1	1.7	2.2
Calpain2 inh	/	-24	-50	-12	20	1	-30	-28
PERK inhibitor	1.0	1.9	0.4	-0.1	-0.6	1.9	-0.7	-0.3

49: Cc1nn(C(C)C(=O)N/N=C/c2ccc(N(C)C)cc2)c(C)c1[N+](=O)[O-] (stereo not given)
50: CSc1nnc(-c2ccccc2)n1C
51: CN(Cc1cnccn1)C(=O)CC1C(=O)NCCN1Cc1c(F)cccc1Cl (stereo not given)
52: C=CCNC(=O)Nc1ccc2oc(C)nc2c1
53: COc1ccc(Nc2nnc(SC(C(=O)Nc3ccc(OC)c(Cl)c3)c3ccccc3)s2)cc1 (stereo not given)
54: Nc1nonc1C(=O)N1CCCC1

Screen / compound no.	49	50	51	52	53	54
TRPML3 ag	-0.2	-0.1	0.8	0.7	0.8	-0.1
BaF3 parental	1	5	-1	3	2	1
EP2 mod	-50	20&-41	24	-1	3	-12&7
S1P4 antagonist	-8	3	-1	15	-31	2
Ba/F3 V617F tox	3	-1	-2	-2	0	1
zfTRPN1 agonist	1.5	1.4	2.0	-0.4	-1.2	1.2
S1P4 agonist	-0.1	-0.1	-0.1	0.1	0.8	3.1
Calpain2 inh	12	-36	-19	15	-7	7
PERK inhibitor	-1.8	0.2	-0.1	0.7	-0.8	-0.5
